HP1b binding inh: blocks HP1-beta chromodomain binding to methylated histone tails; AlphaScreen HP1-beta / biotin-H3K9me3 peptide binding; Potency, µM (titrated, usually from 114 µM), without a hit: at the top dose activity change, negative = inhibition, usual class: inhibitors; actives 0.56% (n = 390,000); also: potency is read from the fitted curve at half-maximal effect; nearly all actives have a fitted effect of over 70% in size; inactives centre near 23
Target sequence (P83916 whole entry, looked up): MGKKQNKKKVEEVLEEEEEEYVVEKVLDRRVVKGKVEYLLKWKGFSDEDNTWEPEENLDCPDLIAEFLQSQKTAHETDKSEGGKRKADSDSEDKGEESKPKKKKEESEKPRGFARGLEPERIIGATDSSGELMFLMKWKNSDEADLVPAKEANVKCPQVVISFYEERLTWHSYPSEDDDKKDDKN
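Compound inhibition of the preformed complex between 50 nM HP1-beta and 50 nM biotinylated H3K9me3 peptide was read by AlphaScreen. Buffer was PBS pH 7.4 with 0.01% Tween-20. Incubations ran 30 min at room temperature, with 10 ug/mL donor/acceptor beads.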
rTrxR1 inhibitor: rat TrxR1 inhibition; recombinant rTrxR1, NADPH fluorescence consumption, selenite substrate; Potency, µM (top dose mostly 114 µM), for the others: at the highest dose activity change, negative = inhibition, actives largely listed as inhibitors; actives 1% (n = 390,000); AID 588453; also: potency is read from the fitted curve at half-maximal effect; % is scaled to controls: 0 for no effect and ±100 for the full control effect; nearly all actives have a fitted effect of over 65% in size
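Rat TrxR1 (90 nM in the dispensed reagent) was pre-reduced with 400 uM NADPH for 5 min at room temperature, then incubated with compound for 15 min. After 400 uM selenite was added, NADPH fluorescence (Ex 340/Em 450 nm) was followed for 8 min.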
PI4K2A block: inhibitors of human PI4K2A | Q9BTU6 | purified PI4K2A, ADP-Glo luminescence, 1 h; stronger effect = lower value | activity change, negative = inhibition, % at 76.9 µM | actives 0.13% (n = 420,000) | AID 1346378; in the data active = activity change below about -50%; inconclusive = mostly about -30% to -49%;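 also: -100% = wells without enzyme as full effect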
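ADP-Glo luminescence measured ADP generated by PI4K2A enzyme (4 ug/mL before mixing) with 1.2 mM PI substrate (pre-mix) and 300 microM ATP (pre-mix). Tris pH7.5 buffer with MgCl2, Triton X-100; 1 h reaction at ambient temperature.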
PGK inhibitor: T. brucei PGK inhibition. P07378. PGK/GAPDH coupled, Kinase-Glo luminescence, 60 min. Potency, µM (series often up to 57.5 µM), inactives show at the highest dose activity change, negative = inhibition, most hits filed as inhibitors. actives 0.043% (n = 380,000); also: potency is read from the fitted curve at half-maximal effect; % is scaled to controls: 0 for no effect and ±100 for the full control effect; nearly all actives have a fitted effect of over 60% in size
Target sequence (P07378 whole entry, looked up): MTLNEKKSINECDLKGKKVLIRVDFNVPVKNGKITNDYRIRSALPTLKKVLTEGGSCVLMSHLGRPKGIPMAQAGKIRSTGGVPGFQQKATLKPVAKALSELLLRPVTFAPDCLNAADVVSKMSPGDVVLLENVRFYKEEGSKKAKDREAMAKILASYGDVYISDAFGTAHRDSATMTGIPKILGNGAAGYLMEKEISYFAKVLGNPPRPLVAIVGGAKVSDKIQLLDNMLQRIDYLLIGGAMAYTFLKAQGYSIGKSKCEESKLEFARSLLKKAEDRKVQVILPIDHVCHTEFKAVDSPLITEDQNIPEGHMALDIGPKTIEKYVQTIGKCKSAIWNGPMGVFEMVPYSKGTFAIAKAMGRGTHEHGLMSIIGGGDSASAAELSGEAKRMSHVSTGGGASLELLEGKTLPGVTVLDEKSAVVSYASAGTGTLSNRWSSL
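Recombinant glycosomal PGK reaction used 1,3-bisphosphoglycerate generated in-well by GAPDH (100nM final) in 100mM TEA pH 7.6, 5mM MgCl2, 0.01% Tween-20. After 60 minutes at room temperature, ATP was read by Kinase-Glo Plus luminescence end-point.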
IDH1 R132H inh: inhibitors of human mutant IDH1 R132H; O75874; IDH1-R132H enzyme, NADPH consumption, diaphorase/resazurin fluorescence; Potency, µM (titrated, usually from 76.6 µM), for inactives: at the top dose activity change, negative = inhibition, actives largely listed as inhibitors; actives 0.093% (n = 390,000); also: potency is read from the fitted curve at half-maximal effect; % is scaled to controls: 0 for no effect and ±100 for the full control effect; nearly all actives have a fitted effect of over 65% in size
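IDH1-R132H (0.5 ug/mL) preincubated 30 min with compound, then NADPH (0.016 mM) and alpha-KG (2 mM) added; 80 min at RT, pH 7.5. Remaining NADPH coupled via diaphorase/resazurin to fluorescence (540/590 nm); concentration-response curves normalized to no-enzyme control.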
TrxR1 substrate: substrates of rat thioredoxin reductase 1; O89049; purified TrxR1 substrate turnover, NADPH consumption readout; Potency, µM (doses to about 114 µM), inactives show top-dose activity change, negative = substrate turnover; actives 0.01% (n = 390,000); AID 588456; also: potency is read from the fitted curve at half-maximal effect; % is scaled to controls: 0 for no effect and ±100 for the full control effect; nearly all actives have a fitted effect of over 50% in size
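Rat TrxR1, dispensed at 90 nM, was prereduced with 400 uM NADPH (final) for 5 min at ~22 deg C, then incubated with compound 15 min before 400 uM selenite. A first-read NADPH fluorescence drop versus no-compound background flagged substrates.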
USP1 inh: inhibitors of human USP1/UAF1 deubiquitinase. recombinant USP1/UAF1, Ub-Rhodamine cleavage fluorescence. Potency, µM (doses to about 57.1 µM), for inactives: at the top dose activity change, negative = inhibition, usual class: inhibitors. actives 0.23% (n = 390,000). AID 743255; also: potency is read from the fitted curve at half-maximal effect; % is scaled to controls: 0 for no effect and ±100 for the full control effect; nearly all actives have a fitted effect of over 60% in size; inactives centre near -12
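1 nM enzyme complex + cpd, 15 min RT; start with Ub-Rho 150nM final; kinetic fluorescence ex 480/em 540, 6 reads q60 s. Buffer 50mM HEPES pH 7.8, 0.5mM EDTA, 0.1 mg/ml BSA, 1mM TCEP, 0.01% Tween-20.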
GLS inhibitor: blocks human kidney-isoform glutaminase activity; O94925; actives 0.21% (n = 410,000); GLS enzymatic activity, qHTS titration; Potency, µM (series often up to 45.5 µM), without a hit: at the top dose activity change, negative = inhibition, hits mostly inhibitors; also: potency is read from the fitted curve at half-maximal effect; % is scaled to controls: 0 for no effect and ±100 for the full control effect
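Enzyme dispensed in phosphate buffer (45 mM, pH 8.2, 0.02% Tween-20), compounds pinned in, then 1 mM L-glutamine solution and the glutamate oxidase–HRP–Amplex Red mix added; fluorescence read immediately and again after 30 min at room temperature.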
Pin1 inhibitor: human Pin1 inhibition; Pin1 FP peptide displacement, HiFluor488, 10 min; Q13526; actives 0.009% (n = 390,000); Potency, µM (highest dose often 115 µM), for the others: at the top dose activity, negative = inhibition, most hits filed as inhibitors; AID 504891; active = well fitted inhibition curve with a large enough effect in the polarisation, with a control signal flat, not every such curve was filed as active; inconclusive = small, poorly fitted or top-dose-only effect, or effect the other way, or a change in a side signal; inactive = no such curve, though single readings can be large or run the other way; the % refers to the polarisation; also: potency is read from the fitted curve at half-maximal effect; % is scaled to controls: 0 for no effect and ±100 for the full control effect
Target sequence (Q13526 whole entry, looked up): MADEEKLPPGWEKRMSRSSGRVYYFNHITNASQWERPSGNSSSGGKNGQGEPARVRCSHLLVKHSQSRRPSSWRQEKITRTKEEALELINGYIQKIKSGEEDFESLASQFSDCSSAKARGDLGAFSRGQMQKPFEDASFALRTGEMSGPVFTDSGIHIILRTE
An asterisk follows results filed as active; i = inactive; ? = inconclusive; & = joins results of further samples; [ ] = remark or other dose. Unless noted, calls follow the shape of the dose curve; as a rule, active = well fitted curve in the direction sought with a large enough effect; inconclusive = small, poorly fitted or top-dose-only effect, or another doubt; inactive = no such curve, though single readings can be large; an effect the other way counts as inactive or inconclusive. Not all compounds are listed, so the mix of outcomes need not match the whole.

SMILES	HP1b binding inh	rTrxR1 inhibitor	PI4K2A block	PGK inhibitor	IDH1 R132H inh	TrxR1 substrate	USP1 inh	GLS inhibitor	Pin1 inhibitor
CCOc1cc(/C=C2\C(=N)N3N=C(S(=O)(=O)CC)SC3=NC2=O)ccc1OC(=O)c1ccco1	28%	15%	-11	-10%	-1%	2%	-17%	2%	0%
COC(=O)C1CCN(S(=O)(=O)c2ccc(Br)s2)CC1	34%	-25%	5	-1%	-2%	2%	-15%	4%	-4%
Oc1ccccc1C=NC1=NN(c2cccc(C(F)(F)F)c2)CC1	-5%	-9%	-1	-7%	13%	6%	-19%	33%[activator]	2%
Cc1ccc(CCNC(=O)c2cc3sccc3n2Cc2ccc(C)cc2)cc1	14%	22%	3	-7%	-2%	0%	?	-3%	27%
COc1ccc(OCc2ccc(C(=O)O)cc2)cc1	54%[activator]	5%	-2	i	3%	-4%	-10%	-22%	7%
Cc1noc(C)c1NC(=O)N(C)C[C@H]1Oc2ccc(NC(=O)Nc3ccc(C(F)(F)F)cc3)cc2C(=O)N([C@H](C)CO)C[C@@H]1C	33%	0%[57.1 µM]	-5	-4%	-5%	3%[57.1 µM]	?	-3%	-3%
CCCCNC(=O)c1onc(CSc2ccc(Cl)cc2)c1C(=O)NCCCC	99%[activator]	5%[57.1 µM]	4	-8%	34%[activator]	-4%[57.1 µM]	-14%	-5%	7%
CN1/C(=C\C(=O)CSc2nnc(NCc3ccccc3)s2)C(C)(C)c2ccccc21	6%	-22%	0	-5%	2%	-11%	-26%	1%	?
O=C(COc1ccc(Br)cc1)NCCCn1ccnc1	43%[activator]	27%	3	-6%	3%	2%	-21%	-8%	1%
COC(=O)C1=C(O)/C(=C\c2ccc(OCC(=O)Nc3ccccc3OC)cc2)N=C1C	19%	0%	-3	-8%	-3%	1%	?	-2%	?
COC(=O)Cn1c(=O)cnc2ccccc21	6%	5%	2	-8%	2%	24%	-17%	3%	11%
CC(=O)N1c2ccc(S(=O)(=O)N3CCCC3)cc2CC1C(=O)NCc1ccccc1F (centres undefined)	4%	15%	-11	-7%	9%	2%	-5%	5%	-4%
O=C(NCCc1ccccc1)c1ccc(CS(=O)Cc2ccc(Cl)cc2)o1 (centres undefined)	50%&38%[activator]	?	-7&-3	4%&-9%	6%&9%	-5%&2%	-10%&-4%	0%&-14%	2%&1%
O=C(CCC1CCN(C(=O)c2cc(C(F)(F)F)ccc2Cl)CC1)NC1CC1	14%[57 µM]	7%	-6	-6%	-2%	2%	-8%	-1%	-10%
C/C(=N\NC(=O)CCC(=O)N/N=C(\C)c1ccc(C)o1)c1ccc(C)o1	46%[activator]	?	5	-5%	16%	0%	-11%	1%	-8%

By substructure: the entries above with a halogen (eight)
SMILES	HP1b binding inh	rTrxR1 inhibitor	PI4K2A block	PGK inhibitor	IDH1 R132H inh	TrxR1 substrate	USP1 inh	GLS inhibitor	Pin1 inhibitor
COC(=O)C1CCN(S(=O)(=O)c2ccc(Br)s2)CC1	34%	-25%	5	-1%	-2%	2%	-15%	4%	-4%
Oc1ccccc1C=NC1=NN(c2cccc(C(F)(F)F)c2)CC1	-5%	-9%	-1	-7%	13%	6%	-19%	33%[activator]	2%
Cc1noc(C)c1NC(=O)N(C)C[C@H]1Oc2ccc(NC(=O)Nc3ccc(C(F)(F)F)cc3)cc2C(=O)N([C@H](C)CO)C[C@@H]1C	33%	0%[57.1 µM]	-5	-4%	-5%	3%[57.1 µM]	?	-3%	-3%
CCCCNC(=O)c1onc(CSc2ccc(Cl)cc2)c1C(=O)NCCCC	99%[activator]	5%[57.1 µM]	4	-8%	34%[activator]	-4%[57.1 µM]	-14%	-5%	7%
O=C(COc1ccc(Br)cc1)NCCCn1ccnc1	43%[activator]	27%	3	-6%	3%	2%	-21%	-8%	1%
CC(=O)N1c2ccc(S(=O)(=O)N3CCCC3)cc2CC1C(=O)NCc1ccccc1F (centres undefined)	4%	15%	-11	-7%	9%	2%	-5%	5%	-4%
O=C(NCCc1ccccc1)c1ccc(CS(=O)Cc2ccc(Cl)cc2)o1 (centres undefined)	50%&38%[activator]	?	-7&-3	4%&-9%	6%&9%	-5%&2%	-10%&-4%	0%&-14%	2%&1%
O=C(CCC1CCN(C(=O)c2cc(C(F)(F)F)ccc2Cl)CC1)NC1CC1	14%[57 µM]	7%	-6	-6%	-2%	2%	-8%	-1%	-10%

Back to the main list; the 2 compounds before the break are reprinted first.
SMILES	HP1b binding inh	rTrxR1 inhibitor	PI4K2A block	PGK inhibitor	IDH1 R132H inh	TrxR1 substrate	USP1 inh	GLS inhibitor	Pin1 inhibitor
O=C(CCC1CCN(C(=O)c2cc(C(F)(F)F)ccc2Cl)CC1)NC1CC1	14%[57 µM]	7%	-6	-6%	-2%	2%	-8%	-1%	-10%
C/C(=N\NC(=O)CCC(=O)N/N=C(\C)c1ccc(C)o1)c1ccc(C)o1	46%[activator]	?	5	-5%	16%	0%	-11%	1%	-8%
Cc1csc(SCC(=O)NC2CCCC2)n1	46%[activator]	18%	2	4%	-4%	0%	-16%	8%	5%
O=C1c2ccccc2C(=O)N1Cc1nc2ccccc2c(=O)n1CCN1CCOCC1	28%	0%	-18	8%	2%	-2%	0%	-4%	1%
NC(=O)c1ccsc1NC(=O)CSc1nc2ccccc2c(=O)n1CCCO	-4%	2%	-4	-4%	4%	1%	-16%	11%	16%
COc1ccc(CN2CC(=O)N(c3cccc(Cl)c3)C2=S)cc1OC	57%[activator]	19%	1	0%	-6%	-1%	-22%	3%	2%
O=C(Cn1c(C(F)(F)F)nc2ccccc21)Nc1ccccc1N1CCOCC1	27%	22%[57.1 µM]	0	-8%	-3%	-3%	-15%	-9%	2%
C1CN(CC2COC(CN3CCOCC3)CO2)CCO1 (centres undefined)	25%	14%	6	2%	0%	1%	-16%	-13%	-1%
O=C1C(Cl)=C(N2CCOCC2)C(=O)N1c1ccc(Br)cc1	54%[activator]	-16%	1	3%	-11%	-8%	-13%	-1%	3%
COc1ccc(/C=N/NC(=O)c2ccc(Br)cc2)cc1CN1CCOCC1	-12%	11%[57.1 µM]	-3	-3%	-3%	0%[57.1 µM]	-1%	-3%	6%
CN(C)CCN(C(=O)c1cc(Cl)sc1Cl)c1nc2ccc(F)cc2s1	-14%	12%	-3	-3%	2%	4%	-10%	11%	-4%
Cc1cc(NC(=O)CSCC(=O)N(c2ccc(F)cc2)C(C(=O)NC2CCCCC2)c2ccc(O)c(O)c2)no1 (centres undefined)	-3%	?	1	-5%	1%	-19%	1%	-1%	-15%
Cc1c(Cl)cccc1NC(=O)CNS(=O)(=O)c1cccs1	29%[57 µM]	34%[57.1 µM]	1	-1%	-3%	7%[57.1 µM]	?	-5%	?
CCOC(=O)/C(C#N)=C/c1ccc(OC)c(OC)c1	28%	-29%	5	-1%	1%	-17%	-6%	-20%	-5%
O=C(NCCc1cccc(Cl)c1)c1cc([N+](=O)[O-])ccc1Cl	-4%	-7%	-3	i	5%	-8%	-21%	3%	1%
CCOC(=O)c1c(C)n(-c2ccccc2)c2ccc(OC(=O)c3cccc(C)c3)cc12	20%	16%	0	-7%	14%	-4%	-23%	-1%	0%
Cc1nc2cc(NC(=O)c3ccc(N4C(=O)CCC4=O)cc3)ccc2s1	14%	16%[57.1 µM]	-1	-4%	11%	8%[57.1 µM]	-8%	-4%	1%
CCOCCn1c(C(C)C)nc2ccccc21	43%[activator]	6%	12	-3%	4%	-3%	-17%	-3%	-1%
COc1ccc(C2Cc3ccccc3C(=O)O2)cc1 (centres undefined)	22%	4%	0	-10%	2%	1%	-23%	7%	2%
CCCc1nn2c(C)c(-c3ccccc3)nc2s1	130%[activator]	17%	-3	-1%	15%	2%	-14%	-7%	-6%
CCCCc1cc(=O)oc2cc(OCC(=O)N3CCc4ccccc43)ccc12	-14%	14%	-15	-2%	3%	10%	-26%	-8%	3%
CCC(C)(C)NC(=O)C(OC(=O)c1ccco1)c1ccccc1OC (centres undefined)	6%	-8%	8	-1%	1%	-11%	5%	-22%	2%
Cc1ccc(N=C(NOC(=O)c2ccccc2)c2nonc2N)c(C)c1	2%	-7%	-8	-3%	1%	-7%	-4%	5%	?
O=C(CCOc1ccccc1)Nc1ccccc1[N+](=O)[O-]	12%	-17%	1	9%	-9%	-6%	-3%	-1%	-1%
Cc1ccc(Cn2c(C)c(CNCC(C)c3ccccc3)c(C(=O)O)c2C)cc1 (centres undefined)	10%	-14%	-2	3%	19%	-6%	-3%	17%	-9%
COc1ccc2sc(NC(=O)c3ccco3)nc2c1	15%	3%	-10	-9%[11.5 µM]	0%	-1%	-25%	-9%	3%
Cc1ccc(/C=c2\s/c(=C(/C#N)C(=O)N3CCCC3)n(Cc3ccco3)c2=O)s1	-13%	25µM*	-12	6%	-5%	-15%	-4%	-4%	?
